Screening data from PubChem.
APE1 inh: blocks human APE1 abasic DNA cleavage. Potency, µM (doses to about 65.8 µM), for inactives: at the highest dose activity change, negative = inhibition, actives largely listed as inhibitors. recombinant APE1, TAMRA/BHQ-2 abasic DNA cleavage fluorescence. 0.35% of 350,000 active;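 further: potency means the concentration at half of the fitted maximal effect; plate controls were vehicle for no effect and reference inhibitor for full effect; nearly all actives have a fitted effect of over 55% in size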
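Compound pre-exposure to 0.75 nM APE1, 15 min at ambient temperature. Reaction initiated with 50 nM TAMRA/BHQ-2 THF substrate, read immediately in kinetic mode, 525 nm excitation, 598 nm emission.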
RXFP1 antag: RXFP1 (human) relaxin receptor antagonism; Q9HBX9; HEK293-RXFP1, relaxin-stimulated cAMP HTRF, 30 min; active compounds read low; activity change, negative = inhibition, % at 57.5 µM; 0.59% of 350,000 active; AID 1259400;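 active means activity change of -60% or lower, but not beyond a set lower limit; inconclusive means change between -60% and -40%, or beyond the set limit; inactive means change above -40%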; further: on the % scale 0 is the no-effect control and ±100 the full control effect
BLM inh: blocks DNA unwinding by human BLM helicase | P54132 | recombinant BLM DNA unwinding, fluorescence dequenching | Potency, µM (titrated, usually from 56.1 µM), without a hit: at the highest dose activity change, negative = inhibition, usual class: inhibitors | 0.2% of 350,000 active | AID 2528;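 further: potency means the concentration at half of the fitted maximal effect; plate controls were vehicle for no effect and no enzyme for full effect; nearly all actives have a fitted effect of over 35% in size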
Pol kappa inh: blocks human DNA polymerase kappa activity; purified Pol kappa, fluorescent DNA synthesis assay, 10 min; Potency, µM (top dose mostly 107 µM), inactives show at the top dose activity, negative = inhibition, most hits filed as inhibitors; 0.53% of 400,000 active; further: potency means the concentration at half of the fitted maximal effect; on the % scale 0 is the no-effect control and ±100 the full control effect
Target sequence (Q9UBT6 whole entry, looked up): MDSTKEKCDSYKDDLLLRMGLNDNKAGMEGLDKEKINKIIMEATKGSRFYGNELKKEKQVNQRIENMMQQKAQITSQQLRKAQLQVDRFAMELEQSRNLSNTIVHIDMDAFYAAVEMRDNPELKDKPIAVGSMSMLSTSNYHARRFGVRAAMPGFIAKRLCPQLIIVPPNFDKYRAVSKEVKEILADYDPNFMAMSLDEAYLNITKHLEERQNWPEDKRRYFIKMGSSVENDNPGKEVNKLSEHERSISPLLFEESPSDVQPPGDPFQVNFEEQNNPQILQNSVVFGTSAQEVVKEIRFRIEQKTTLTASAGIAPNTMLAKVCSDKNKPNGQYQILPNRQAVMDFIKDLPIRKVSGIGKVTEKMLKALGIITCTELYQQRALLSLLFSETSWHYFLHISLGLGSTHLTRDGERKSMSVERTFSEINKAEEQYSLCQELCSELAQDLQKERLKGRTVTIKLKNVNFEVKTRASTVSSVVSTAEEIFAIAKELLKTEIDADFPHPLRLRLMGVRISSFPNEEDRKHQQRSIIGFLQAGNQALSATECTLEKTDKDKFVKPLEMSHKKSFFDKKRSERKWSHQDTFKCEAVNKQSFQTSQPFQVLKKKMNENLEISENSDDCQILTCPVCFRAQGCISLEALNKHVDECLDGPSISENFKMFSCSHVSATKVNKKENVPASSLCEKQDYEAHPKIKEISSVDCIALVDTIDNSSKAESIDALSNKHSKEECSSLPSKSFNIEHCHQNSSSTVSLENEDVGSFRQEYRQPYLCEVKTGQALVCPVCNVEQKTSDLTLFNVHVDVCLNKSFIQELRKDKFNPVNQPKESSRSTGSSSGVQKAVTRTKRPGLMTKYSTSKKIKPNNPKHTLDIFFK
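Fluorescent qHTS in 1536-well format: enzyme (10 nM) and compound sat 15 min at room temperature before 50 nM substrate (final) was added. Signal taken at 0 and 10 min; no-enzyme buffer wells were negative controls.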
Pol beta inh: blocks human DNA polymerase beta activity | P06746 | Pol beta primer extension/strand displacement, fluorescence kinetic | Potency, µM (titrated, usually from 114 µM), for inactives: at the highest dose activity change, negative = inhibition, usual class: inhibitors | 1.3% of 340,000 active | AID 485314; further: potency means the concentration at half of the fitted maximal effect; on the % scale 0 is the no-effect control and ±100 the full control effect
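Human Pol beta at 10 nM; strand-displacement substrate 50 nM final. Compound exposure 15 min at room temperature before start, reaction 10 min at room temperature.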
Anesthetic bind: binds horse apoferritin like a general anesthetic. 0.074% of 350,000 active. AID 485281. apoferritin/1-aminoanthracene competitive binding, fluorescence. Potency, µM (top dose mostly 77.5 µM), for inactives: top-dose activity change, negative = displacement, most hits filed as inhibitors; further: potency means the concentration at half of the fitted maximal effect; on the % scale 0 is the no-effect control and ±100 the full control effect; nearly all actives have a fitted effect of over 20% in size
Target sequence (P02791 2-175 limits assumed): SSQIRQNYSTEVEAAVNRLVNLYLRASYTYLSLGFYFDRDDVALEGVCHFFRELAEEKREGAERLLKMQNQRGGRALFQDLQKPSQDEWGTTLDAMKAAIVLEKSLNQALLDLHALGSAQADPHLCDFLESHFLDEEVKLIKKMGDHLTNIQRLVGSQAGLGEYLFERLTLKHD
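In PBS, apoferritin at 10 uM is loaded with 1-AMA from a 50% saturated solution. After 10 min of compound exposure at ambient temperature, reduced 535 nm fluorescence indicates probe displacement.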
PGK inhibitor: blocks T. brucei phosphoglycerate kinase. P07378. PGK/GAPDH coupled, Kinase-Glo luminescence, 60 min. Potency, µM (doses to about 57.5 µM), for inactives: at the top dose activity change, negative = inhibition, most hits filed as inhibitors. 0.043% of 380,000 active; further: potency means the concentration at half of the fitted maximal effect; on the % scale 0 is the no-effect control and ±100 the full control effect; nearly all actives have a fitted effect of over 60% in size
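Recombinant glycosomal PGK reaction used 1,3-bisphosphoglycerate generated in-well by GAPDH (100nM final) in 100mM TEA pH 7.6, 5mM MgCl2, 0.01% Tween-20. After 60 minutes at room temperature, ATP was read by Kinase-Glo Plus luminescence end-point.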
Pol eta inh: DNA polymerase eta (human) inhibition. 1.2% of 390,000 active. AID 588591. recombinant Pol eta, fluorescent DNA replication assay. Potency, µM (highest dose often 114 µM), inactives show top-dose activity change, negative = inhibition, usual class: inhibitors. Q9Y253; further: potency means the concentration at half of the fitted maximal effect; on the % scale 0 is the no-effect control and ±100 the full control effect
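Pol eta at 10 nM preincubated with compounds 15 min at room temperature; reaction started with fluorescent substrate (50 nM final) and read kinetically at 0 and 10 min.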
POLI inh: blocks human DNA polymerase iota activity; Q9UNA4; Pol iota fluorescent replication assay, 10 min; Potency, µM (series often up to 115 µM), inactives show at the highest dose activity, negative = inhibition, most hits filed as inhibitors; 1% of 390,000 active; AID 588590; further: potency means the concentration at half of the fitted maximal effect
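Fluorescent replication assay read twice, at 0 min and 10 min after adding 50 nM (final) substrate. Enzyme (10 nM) and compounds were first incubated 15 min at room temperature; enzyme-free buffer wells were negative controls.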
An asterisk follows results filed as active; i = inactive; ? = inconclusive; nt = not tested or not shown; & = joins results of further samples; [ ] = dose if it differs, or a comment. Unless noted, the call rests on the fitted dose curve; in most records, active means well fitted curve in the direction sought with a large enough effect; inconclusive means small, poorly fitted or top-dose-only effect, or another doubt; inactive means no such curve, though single readings can be large; an effect the other way counts as inactive or inconclusive. Not all compounds are listed. The share of hits here may be higher or lower than overall.

SMILES	APE1 inh	RXFP1 antag	BLM inh	Pol kappa inh	Pol beta inh	Anesthetic bind	PGK inhibitor	Pol eta inh	POLI inh
COC(=O)c1ccc(CSC2=NCCS2)cc1	0.7%	0.3	-1.9%	-15.4%	28.5%	-13.2%	i	-4.7%	13.2%
CCCS(=O)(=O)c1nnnn1-c1cccc(OC)c1	-4.4%	5.7	-3.6%	-0.3%	2.9%	5.1%	-5.7%	-17.8%	-23.3%[58.9 µM]
CCN(CC)S(=O)(=O)c1ccc(N2CCCCC2)c(C(=O)Nc2ccccc2N2CCOCC2)c1	1.0%	-3.9	-7.6%	-9.9%	-3.9%	-7.9%	-5.3%	-11.4%	16.5%
CCc1sc(C(=O)N2CCN(S(C)(=O)=O)CC2)cc1Br	1.8%	-0.5	4.5%	-5.2%	11.2%	5.2%	-1.2%	-8.0%	3.6%
COc1ccc(N2C(=O)CSC2c2ccccc2F)c(OC)c1 (stereo not drawn)	15.6%	4.5	-2.8%	-10.1%	28.7%	-22.0%	i	-6.9%	58.0%[activator]
Cc1cc(C(F)F)nn1CC(=O)Nc1cc([N+](=O)[O-])ccc1F	-1.2%	2.6	3.5%	-4.3%	-1.5%	4.7%	16.0%	-2.7%	31.6%[activator]
Cc1ccccc1-n1c(SCC(=O)Nc2ccccc2)nc2nc3c(cc2c1=O)CCCC3	-0.1%	-10.8	-4.7%	-1.0%	27.2%	-12.6%	-2.3%	-22.0%	12.7%
COc1cc(OC)c(N(C)C(=O)c2cc3c(=O)oc4ccccc4c3s2)cc1Cl	nt	nt	-5.3%	-34.7%	21.8%	0.0%	-3.5%	-18.7%	13.9%
O=C(c1cc2cc(Br)cc(Br)c2oc1=O)N1CCOCC1	0.3%	-4.4	-3.0%	-6.1%	7.0%	-18.2%	i	-5.9%	31.1%[activator]
COc1ccccc1CCC(=O)OCC(=O)Nc1c(C)nn(-c2ccccc2)c1C	38.3%	-6.0	nt	2.0%	nt	nt	i	-14.4%	?
COc1ccc(OC)c(-n2c(=S)[nH]c3c(sc(=S)n3-c3ccccc3C)c2=O)c1	1.8%	-10.4	-1.2%	-8.1%	11.9%	-6.2%	-3.6%	-14.8%	?
Cc1ccccc1C(=O)NCC(=O)OCC(=O)NC(C)C1CC2CCC1C2 (stereo not drawn)	8.9%	-2.2	nt	6.7%	nt	nt	-5.9%	-16.3%	33.0%[activator]
COc1ccc2nc(SCC(=O)Nc3ccccc3)[nH]c2c1	7.5%	-7.0	-9.3%	-11.0%	28.2µM*	-23.7%	-3.9%	-15.2%	-15.2%
CN(C)C(CNC(=O)c1cccs1)c1cccnc1 (stereo not drawn)	0.7%	-2.5	0.2%	2.5%	-1.6%	2.7%	-6.8%	-1.6%	49.0%[activator]
FC(F)(F)c1nnc2sc(-c3ccccn3)nn12	14.6%	9.9	-0.2%	-13.7%	4.6%	5.1%	-13.4%	-1.5%	12.3%
CCOc1cccc(-c2nc(C(N)=O)c3[nH]c(=O)n(-c4cccc(Cl)c4)c3n2)c1O	-2.2%	-0.1	0.4%	7.3%	1.5%	0.5%	-7.5%	-4.4%	8.1%
Cc1cccc(-n2ncc3c2CCCC3NC(=O)C2CCOCC2)c1C (stereo not drawn)	-1.3%	-7.4	1.3%	-19.2%	33.0%	-1.6%	-8.6%	-8.8%	16.2%
Cc1ccc(-c2cn3cccnc3n2)cc1	2.2%	-9.2	-2.5%	-4.4%	-0.8%	162.3%[activator]	-4.6%	-11.9%	133.9%[activator]
CCOC(=O)Cn1nc(C)c(NC(=O)COc2ccc(Cl)cc2C)c1C	nt	-0.8	1.9%	-6.3%	-0.7%	-9.1%	nt	nt	-9.1%
CCNC(=S)N/N=C/c1ccco1	-1.6%	1.9	-1.1%	-16.7%	-1.0%	-6.0%	-7.9%	-8.6%	36.2%[activator]
COc1cc(OC)c(/C=N/n2c(C3CCCCC3)n[nH]c2=S)c(OC)c1	10.4%	-18.8	-7.4%	1.3%	-2.0%	4.0%	-6.9%	-9.3%	164.2%[activator]
CCOc1ccccc1NC(=O)CSc1nc2c(c(=O)n1C)SC(C)C2 (stereo not drawn)	3.5%	nt	-1.2%	5.2%	-2.9%	-3.0%	-2.4%	-3.5%	-2.6%
Cc1cccc(NCc2ccc(O)c3ncccc23)c1	4.5%	-10.6	-5.7%	-14.5%	-0.8%	-17.2%	-2.4%	-1.6%	39.7%[activator]
COC(=O)c1cc(C(=O)OC)cc(-n2c(C)cc(C(=O)COC(=O)CNS(=O)(=O)c3ccc(C)cc3)c2C)c1	-9.0%	-3.0	-3.9%	-31.9%	-4.9%	-22.0%	-17.0%	22.4µM*	?
CC12CCC3(CO)COC(c4ccccc4O1)C2C3 (stereo not drawn)	-0.4%	-32.0	-1.6%	0.4%	19.9%	-3.0%	-2.0%	-7.3%	21.6%
New compounds follow.
SMILES	APE1 inh	RXFP1 antag	BLM inh	Pol kappa inh	Pol beta inh	Anesthetic bind	PGK inhibitor	Pol eta inh	POLI inh
CCN(CC)CCCC(C)NC(=O)c1cccc(S(=O)(=O)N2CCc3ccccc32)c1 (stereo not drawn)	0.4%	11.2	5.3%	-11.4%	39.4%	-2.9%	-3.7%	1.7%	99.0%[activator]
O=c1c2ccccc2nc(-c2ccc(Br)cc2)n1Cc1ccccc1	-12.8%	3.6	-8.2%	-4.1%	20.5%	-14.5%	0.1%	-19.2%	20.0%
C=CCn1c(=O)c2ccccc2n2c(SC(C)C(=O)Nc3nc(-c4ccccc4)cs3)nnc12 (stereo not drawn)	5.2%	4.3	1.8%	-1.9%	-11.9%	-1.5%	1.8%	5.3%	14.6%
O=C(COc1ccc([N+](=O)[O-])cc1)NNC(=O)c1cccs1	4.2%	3.9	2.8%	-13.6%	-18.5%	-6.7%	0.3%	-3.5%	10.4%
C/C(=N\NC(=O)CNC(=O)c1cccc(F)c1)c1ccc2ccccc2c1	12.7%	-5.6	-8.0%	-6.0%	10.4%	?	3.5%	6.4%	5.0%
Cc1ccc(CONC(=O)c2ccc([N+](=O)[O-])cc2)cc1	18.6%	6.5	nt	-3.6%	nt	nt	-6.4%	3.7%	4.9%
CC(C)(C)OC(=O)CNC(=O)c1nc[nH]c1C(=O)NCc1ccc(CNC(=O)OC(C)(C)C)cc1	8.8%	nt	-10.3%	-6.7%	-9.9%	-22.9%	-2.3%	-13.4%	2.8%
O=c1cc2nc(-c3ccccc3)nc(SCCOc3ccc(Cl)cc3)n2[nH]1	nt	nt	-17.2%	-6.2%[60.1 µM]	20µM*	-0.7%	?	-10.2%	3.0%
CCc1ccc(OCC(=O)NNC(=O)c2cc(S(=O)(=O)N(C)C)ccc2N2CCCC2)cc1	-8.8%	-114.0*	nt	-11.8%	nt	nt	1.4%	-4.6%	6.6%
Cc1cc(-c2nnc(CCC(=O)NCc3ccc(OC(F)(F)F)cc3)o2)no1	38.4%	-10.7	-2.2%	4.2%	-10.5%	?	-9.3%	-13.3%	27.8%
c1coc(-c2nc3ccccc3s2)c1	nt	1.0	nt	-6.3%	nt	nt	-12.3%	-11.4%	29.9%
COc1cccc(C(=O)Nc2ccc3nc4n(c(=O)c3c2)CCCCC4)c1	nt	-6.7&-31.1	0.2%	-0.8%	10.0%	-16.2%	6.2%	-3.6%&-16.0%	35.4%[activator]
O=C(c1cccs1)N(c1ccc(F)cc1)C1C=CS(=O)(=O)C1 (stereo not drawn)	-2.0%	-5.1	-1.9%	-6.7%	0.5%	-6.4%	-5.9%	-1.0%	15.7%
COc1cccc(NC(=O)c2ccc3c(c2)CCN3S(C)(=O)=O)c1	6.8%	-0.6	-3.3%&-0.7%	1.9%&-2.5%	7.8%&40.7%	-7.0%&-3.6%	-1.2%	-12.3%&1.8%	17.0%&-9.4%
CN(C(=O)CN1C(=O)/C(=C/c2ccccc2F)SC1=S)C1CCS(=O)(=O)C1 (stereo not drawn)	82.0%[activator]	3.5	0.0%	3.9%	5.2%	15.1%	-6.5%	0.1%	32.4%
Cc1ccc(NC(=O)CSCC(=O)N(C)CC(=O)Nc2ccccc2C(F)(F)F)cc1	50.9%[activator]	15.2	nt	-6.9%	nt	nt	-8.8%	-17.5%	123.5%[activator]
COc1cc(NC(=O)c2ccc(-c3nc(CSc4ccccc4)c(C)o3)cc2)cc(OC)c1	nt	1.2	-19.3%	-8.2%	2.6%	56.0%[activator]	9.1%	-14.1%	21.0%
Cn1c(=O)oc2cc(S(=O)(=O)NCCC(=O)N3CC=C(c4ccccc4)CC3)ccc21	-3.1%	-11.4	-0.1%	-5.6%	2.5%	?	-5.5%	-11.6%	19.6%
CCCn1c(N)c(N(CCOC)C(=O)c2cccc(C(F)(F)F)c2)c(=O)[nH]c1=O	37.9%	15.2	-10.9%	-8.7%	10.2%	9.2%	4.2%	1.1%	-17.3%
COc1ccc([C@H]2CC(=O)C=C(c3cc(F)ccc3F)C2)cc1OC	8.5%	nt	nt	-4.4%	nt	nt	i	-7.3%	11.2%
COc1cccc(-c2nccc(NCc3cccc(C)c3)n2)c1	-2.5%	nt	-9.6%	-12.0%[60.1 µM]	nt	-7.8%	nt	nt	nt
O=C(O)C1Cn2c(nc3c(c2=O)C2(CCCC2)Cc2ccccc2-3)S1 (stereo not drawn)	10.8%	10.9	0.4%	-3.0%	3.7%	-3.1%	1.7%	-2.3%	-12.5%
CCC(=O)NC(c1ccccc1)c1nc2ccccc2[nH]1 (stereo not drawn)	-0.1%	24.1	1.0%	-0.8%	-16.0%	3.9%	1.1%	-0.5%	-5.8%
COc1cc(C(=O)O)nc2ccccc12	-6.7%	7.7	1.8%	-9.2%	18.9%	-8.3%	-2.4%	2.4%	-8.1%
Cc1ccc(NC(=O)c2ccc(C#CC3(O)CCCCC3)cc2)cc1C	-3.0%	-8.9	0.3%	-4.9%	3.8%	-16.5%	-6.1%	-9.8%	36.3%[activator]
CSc1ncc(C(=O)Nc2ccccc2C(F)(F)F)c(-c2ccccc2)n1	nt	3.7	-7.5%	4.9%	2.5%	24.0%	i	-6.9%	14.2%
